Compound activity deposited in PubChem BioAssay by several laboratories.
m-calpain inh – inhibitors of pig calpain II, primary screen, biochemical, fluorogenic peptide substrate, 1536-well | purified calpain II, 30 min | hit rate 0.37% among 220,000 | inhibition, % at 16 µM;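 active means inhibition above about 50%, limit read from the data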
L929 necroptosis – inhibitors of zVAD-triggered necroptosis, primary screen, L929 cells; L929 zVAD necroptosis rescue, ATP luminescence, 24 h; with zVAD 60 µM; viability rescue, % at 10 µM; hit rate 0.38% among 220,000; AID 1377, 2008;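 active means activation, scaled between plate controls, above about 75%, limit read from the data; inactive means activation under that limit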;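 further: 0% = zVAD with DMSO and 100% = DMSO alone without zVAD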
Mdm2 ligase inh – MDM2-luciferase reporter signal enhancers, primary screen, MDM2 E3 ligase inhibitor project, cell-based, luminescence, 1536-well; hit rate 0.11% among 210,000; AID 1230, 2008; cell-based MDM2 ubiquitination luciferase reporter, 2 h; 0 = plate control, 100 = twice control, blank-subtracted; signal enhancement, % at 5 µM;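 active means signal enhancement of 30% or more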;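 further: luminescence tracks abundance of the self-degrading MDM2-luciferase fusion protein; higher signal means inhibition of MDM2 E3 ligase activity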
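Material: stable MDM2–luciferase fusion reporter cells / Quantity: 2000 cells/well / Dosing: single 5 µM compound dose, 0.2% final DMSO / Buffer or medium: DMEM / Schedule: 4 h cell settling then 2 h compound exposure, 37 °C / Detection: luminescence with SteadyLite reagent, 15 min at room temperature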
eIF4E 4G PPI – eIF4E–eIF4G protein interaction inhibitors, primary screen, biochemical, uHTS, TR-FRET, eIF4GI fragment. Eukaryotic translation initiation factor 4E (Mus musculus) + Eukaryotic translation …. TR-FRET eIF4E-eIF4GI(517-606) binding, 2 h. inhibition, % at 21.7 µM. hit rate 0.37% among 220,000. AID 782, 2007;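 active means inhibition above about 30%, limit read from the data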;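 further: 0% = full FRET control wells and 100% = background wells lacking eIF4GI fragment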
KCC2 mod – KCC2 cotransporter modulators, thallium flux, primary screen, cell-based, HEK293 KCC2, FluoZin-2 fluorescence, MLSMR; hit rate 2.2% among 190,000; KCC2 cells, thallium flux FluoZin-2 fluorescence; B-score of Tl+ flux slope (higher = more flux/activation; lower = inhibition) at 10 µM; Solute carrier family 12 member 5 (Homo sapiens), Q9H2X9;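 active means thallium flux slope and its plate-corrected score both differing from the plate sample mean at a set confidence after two filtering rounds, in either direction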;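 further: slope of fluorescence scaled to starting intensity during 10 to 20 s after thallium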
Target sequence (Q9H2X9 whole entry, looked up): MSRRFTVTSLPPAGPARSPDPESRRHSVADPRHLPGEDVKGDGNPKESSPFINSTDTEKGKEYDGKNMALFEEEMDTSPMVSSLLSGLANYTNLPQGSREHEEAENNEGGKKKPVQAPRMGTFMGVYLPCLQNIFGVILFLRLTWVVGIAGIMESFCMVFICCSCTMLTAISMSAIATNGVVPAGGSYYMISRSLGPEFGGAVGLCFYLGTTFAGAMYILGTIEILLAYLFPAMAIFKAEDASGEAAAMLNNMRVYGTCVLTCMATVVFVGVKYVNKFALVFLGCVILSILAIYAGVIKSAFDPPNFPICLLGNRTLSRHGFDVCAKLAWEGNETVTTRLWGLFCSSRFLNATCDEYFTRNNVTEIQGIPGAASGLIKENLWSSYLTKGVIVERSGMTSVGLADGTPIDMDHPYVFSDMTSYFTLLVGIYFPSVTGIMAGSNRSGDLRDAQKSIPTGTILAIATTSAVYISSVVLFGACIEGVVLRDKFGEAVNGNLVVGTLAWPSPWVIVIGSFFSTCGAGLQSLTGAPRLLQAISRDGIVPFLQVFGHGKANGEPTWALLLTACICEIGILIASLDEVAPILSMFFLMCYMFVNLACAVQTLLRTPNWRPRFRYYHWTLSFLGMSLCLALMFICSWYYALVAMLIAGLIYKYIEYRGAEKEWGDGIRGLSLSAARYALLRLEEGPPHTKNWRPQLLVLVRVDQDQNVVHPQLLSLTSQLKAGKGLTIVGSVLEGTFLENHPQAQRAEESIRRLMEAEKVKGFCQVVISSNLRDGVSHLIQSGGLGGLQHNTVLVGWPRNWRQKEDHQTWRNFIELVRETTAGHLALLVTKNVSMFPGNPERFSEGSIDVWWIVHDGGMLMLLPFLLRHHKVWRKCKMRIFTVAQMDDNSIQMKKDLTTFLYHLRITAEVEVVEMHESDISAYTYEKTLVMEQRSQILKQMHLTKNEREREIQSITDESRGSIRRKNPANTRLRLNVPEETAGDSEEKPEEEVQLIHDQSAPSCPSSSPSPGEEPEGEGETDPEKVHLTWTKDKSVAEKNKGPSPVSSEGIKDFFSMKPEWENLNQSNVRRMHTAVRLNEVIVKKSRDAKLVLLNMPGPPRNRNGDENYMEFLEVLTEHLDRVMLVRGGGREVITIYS
PERK inhibitor – block of dimerizer-induced PERK translation repression, primary screen, PERK inhibitor project, CHO PERK-DD cells, SEAP luminescence, HTS; Eukaryotic translation initiation factor 2-alpha kinase 3 (Homo sapiens), Q9NZJ5; CHO PERK-DD fusion, SEAP luminescence translation reporter; inhibition, % at 5.6 µM; hit rate 0.17% among 220,000;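 active means inhibition above the mean inhibition of all tested compounds plus 3 SD, set separately per screening campaign, cut at about 2.9% in these data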;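 further: PERK kinase domain activated by AP20187 dimerizer at 100 nM; 0% = DMSO with dimerizer and 100% = rapamycin at 8.4 µM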
Rad51 HR inh – human RAD51 strand exchange inhibitors, primary screen, biochemical, fluorescence. hit rate 0.085% among 200,000. inhibition, % at 10 µM. hRad51 DNA strand exchange, fluorescence dequenching. DNA repair protein RAD51 homolog 1 (Homo sapiens), Q06609;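 active means inhibition above 40% at the single screening dose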;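 further: 0% = DMSO control wells and 100% = blanks with heterologous ssDNA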
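Assay system: Human Rad51 nucleoprotein filaments preassembled on unlabelled ssDNA | Reagent: Donor/quencher-labelled 47-bp dsDNA substrate | Doses: One concentration, 10 µM final | Times: 37 °C 15-min filament assembly, 30-min compound preincubation, 15-min exchange | Technique: Fluorescein emission 520 nm, excitation 485 nm | Benchmarks: Plate control and blank wells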
EBV gp42 block – Epstein-Barr virus gp42 inhibitors, primary screen, biochemical, uHTS, fluorescence polarization. Glycoprotein 42 (Epstein-Barr virus (strain AG876)), Q1HVG2. Fluorescence polarization binding assay, mP read-out. inhibition, % (tested at 21.74 µM). hit rate 0.42% among 220,000; in the data active means inhibition above about 50%
TNF necrop inh – inhibitors of TNF-alpha triggered necroptosis, primary screen, cell-based, Jurkat FADD-/-, single concentration. AID 463075, 2010. Jurkat FADD-/- TNF necroptosis rescue, ATP luminescence, 24 h; 0 = TNF only, 100 = no-TNF cells. activation (protection from cell death), % at 10 µM. hit rate 0.068% among 220,000;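 active means activation, meaning protection from cell death, of at least 50% relative to plate controls; inactive means activation below 50%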;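 further: necroptosis triggered by 40 ng/mL TNF-alpha added together with compound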
The depositor's hits bear a star; / = not tested or not shown; [ ] = remark or other dose.

no.	mol	EBV gp42 block	Rad51 HR inh	KCC2 mod	L929 necroptosis	PERK inhibitor	Mdm2 ligase inh	TNF necrop inh	eIF4E 4G PPI	m-calpain inh
1	COCc1nnc(NC(=O)c2cc(C(=O)OC)cc([N+](=O)[O-])c2)s1	-3	3	0.61	1.1	1.3	-4	2.0	-1	10
2	CC(C)Oc1ccc(N2CC(C(=O)Nc3ccc(N4CCOCC4)cc3)CC2=O)cc1 (centres undefined)	2	-9	-0.27	1.9	-0.6	-11	-2.0	2	-28
3	CC1CCC2(CC1)C(Nc1cccc(Cl)c1)=NC(=S)N2CC#N (centres undefined)	-9	-3	19*	-0.9	-0.5	/	-2.2	2	-19
4	Cc1nnc(SCC(=O)Nc2ccc3c(c2)OCCO3)n1CC1CCCO1 (centres undefined)	-15	-2	/	0.3	1.4	-19	-1.4	2	5
5	O=C(NCCCN1CCCCCC1)C1CC(=O)N(C2CCCC2)C1 (centres undefined)	-16	1	/	0.8	1.7	-19	-3.3	-3	-54
6	CC(C)NS(=O)(=O)c1ccc(OCC(=O)Nc2ccc3c(c2)OCCO3)cc1	1	5	-1.9	1.7	0.1	1	-0.2	0	-1
7	Cc1c(Cl)c([N+](=O)[O-])nn1CCCC(=O)Nc1cccc(Cl)c1Cl	3	/	0.51	-1.0	-0.3	/	1.0	2	21
8	O=C(c1csc2ccccc12)N1CCN(c2ccccn2)CC1	-11	3	0.18	0.0	-1.0	2	-0.2	-3	-13
9	CCOC(=O)c1cn(-c2ccc(F)c(F)c2F)c2c(F)c(F)c(F)cc2c1=O	-21	-8	-0.54	-0.1	0.6	-15	-9.5	-3[fluorescence artefact?]	-17
10	CN(Cc1nc(C(c2ccccc2)c2ccccc2)no1)CC1COCCO1 (centres undefined)	-23	0	0.1	-0.2	0.1	-16	0.1	1	21
11	CCCN1C(=O)C2(C(C(=O)c3ccc(C)o3)=C(O)C(=O)N2CCCOC)c2ccccc21 (centres undefined)	7	/	1	0.2	1.2	-3	0.9	96*	-9
12	Cc1ccc(F)cc1NC(=O)Cc1nn(C)c(=O)c2ccccc12	-4	/	-1.1	-0.4	-1.2	-5	-4.5	3	-40
13	COC(=O)N/N=C/c1cc(N=Nc2ccccc2)ccc1O	-9	-17	0.044	1.2	1.9	-6	-4.9	-9	5
14	Cc1cc2ncn(/N=C/c3cc(Br)ccc3O)c2cc1C	-41	6	-0.68	3.7	0.7	-7	-0.7	-7	-1
15	CCC(C)(C)c1ccc(Oc2ccc(NC(=O)COC(=O)C3=COCCO3)cc2)cc1	3	5	0.01	0.7	1.8	-29	-2.4	-1	26
16	Cc1ccc(C)c(C(=O)CCC(=O)NCc2ccc(Cl)cc2)c1	-5	-7	-1.2	1.6	0.1	7	0.5	0	-5
17	CNC(=O)/C(=C\c1ccc2c(c1)OCO2)NC(=O)c1ccc(Br)cc1	-11	2	-0.7	0.1	-0.3	-12	1.3	3[fluorescence artefact?]	18
18	CCOc1cc(/C=N/NC(=O)CSc2cccc3cccnc23)ccc1O	0	31	-0.35	39	0.2	-4	2.3	0	-39
19	COc1ccc(C2C(C(=O)NCc3ccccn3)CCC(=O)N2c2cc(OC)c(OC)c(OC)c2)cc1 (centres undefined)	-14	9	0.83	8.8	1.2	-14	0.3	6	2
20	Cc1ccc(-n2c(C)cc(C(=O)COC(=O)C3=NNC(=O)CC3)c2C)cc1	4	3	-0.39	-0.1	0.8	-15	-6.0	7	6
21	O=C(/C(=N/N=C/c1ccc(O)c(O)c1)c1ccccc1)c1ccccc1	-1	5	0.11	11	0.4	-5	-0.2	3	24
22	COC(=O)c1ccc(C23CC4(C2)[C@H](CN(C)[C@@H]4c2ccccc2)C3c2ccc(C(F)(F)F)cc2)cc1 (some centres undefined)	-10	-11	1.2	1.1	/	13	-3.2	-2	-29
23	CC(C)(C)c1ccc(/C=C/C(=O)N2CCOCC2)cc1	-11	/	0.13	3.5	0.1	/	1.1	5[fluorescence artefact?]	1
24	COC(=O)c1ccc(CN(Cc2ccc(C(=O)OC)o2)C(C)(C)C)o1	-6	/	/	-0.6	1.1	-4	1.1	4	12
25	CCCCn1c2c(c(=N)c3c1CCC3)CCC2	-64	-1	/	-0.5	0.7	-8	-10	/	-5
26	CCCCN(C)S(=O)(=O)c1ccc(C(=O)N=c2sc3cc(NC(C)=O)ccc3n2C)cc1	-17	-21	0.84	0.6	1.1	6	1.1	22	-132
27	CN(C)S(=O)(=O)c1ccc(C(=O)NCC(=O)N/N=C/c2ccco2)cc1	1	0	1.2	3.4	0.8	-8	0.0	1	-21
28	N/C(=N\OC(=O)c1ccc(F)cc1)c1nonc1N	0	-6	1.4	-0.4	-0.5	-30	0.6	-6	18
29	COc1cccc(CC2(CO)CCCN(Cc3cc(F)ccc3-n3cccn3)C2)c1 (centres undefined)	-10	-29	0.21	-0.8	0.9	-2	-1.2	3	0
30	CCOc1ccc(CCNC(=O)Cn2ccc3ccccc3c2=O)cc1OCC	1	-10	-0.94	2.6	-0.3	-2	0.5	0	10

A draw from above in order of length of the SMILES, lowest first:
no.	mol	EBV gp42 block	Rad51 HR inh	KCC2 mod	L929 necroptosis	PERK inhibitor	Mdm2 ligase inh	TNF necrop inh	eIF4E 4G PPI	m-calpain inh
27	CN(C)S(=O)(=O)c1ccc(C(=O)NCC(=O)N/N=C/c2ccco2)cc1	1	0	1.2	3.4	0.8	-8	0.0	1	-21
9	CCOC(=O)c1cn(-c2ccc(F)c(F)c2F)c2c(F)c(F)c(F)cc2c1=O	-21	-8	-0.54	-0.1	0.6	-15	-9.5	-3[fluorescence artefact?]	-17
15	CCC(C)(C)c1ccc(Oc2ccc(NC(=O)COC(=O)C3=COCCO3)cc2)cc1	3	5	0.01	0.7	1.8	-29	-2.4	-1	26

The listing continues:
no.	mol	EBV gp42 block	Rad51 HR inh	KCC2 mod	L929 necroptosis	PERK inhibitor	Mdm2 ligase inh	TNF necrop inh	eIF4E 4G PPI	m-calpain inh
31	CCS(=O)(=O)Nc1cc(C(=O)O)ccc1C	-2	20	-0.16	1.4	1.8	-13	-1.1	3	16
32	Nc1c(-c2ccc(Cl)cc2)cnn1-c1cc(C(F)(F)F)cc(C(F)(F)F)c1	-11	13	0.081	0.4	0.0	-16	0.3	1	-6
33	COc1cccc(OCCCCSc2ncccn2)c1	-5	-1	0.21	0.9	-0.1	9	-2.7	-2	-30
34	CCOc1cc(NC(=S)NCCCN(C)C)c(OCC)cc1NC(=O)c1cccs1	13	-3	-0.52	-0.8	-0.4	-15	-3.5	1	18
35	COc1ccc(S(=O)(=O)N2CCC(NC(=O)C(Cc3cccc(OC)c3OC)NC(C)=O)CC2)cc1 (centres undefined)	-10	-10	1.4	0.5	0.3	-2	0.7	-1	-5
36	O=C(Nc1ccccc1F)c1ccc(Cn2cc(Cl)cn2)cc1	-23	13	-2	2.1	0.5	-5	0.3	-2	5
37	CCCCCCCN1C=CC(=O)CC1	-19	3	-0.36	-0.8	/	6	-0.6	-1	6
38	O=C(CSc1nnc(NC(=O)c2ccco2)s1)Nc1ccccc1F	-7	2	-0.084	8.9	-0.1	1	-1.1	3	0
39	O=C(C1CCC1)N1CCc2cc(S(=O)(=O)N3CCN(c4ccccn4)CC3)ccc21	-6	3	-0.86	-1.9	-1.1	-12	-8.0	1	29
40	COc1cc2c(cc1OC)-c1nncn1C(C)(C)C2	-12	1	/	-0.1	1.5	1	0.1	1[fluorescence artefact?]	-27
41	COC(=O)c1sc(NC(=O)CSc2nnnn2-c2cccc(OC)c2)nc1C	-28	0	-1.6	-0.2	0.9	/	2.7	-5	-87
42	O=C(NC1CSCC1OC(=O)c1ccccc1)c1ccccc1 (centres undefined)	-4	5	-1.7	-0.6	-0.6	/	0.2	-8	26
43	Cc1c(C(=O)N2CCN(c3ccc(C(F)(F)F)cn3)CC2)oc2ccccc12	0	-3	0.75	0.1	0.3	-18	-4.1	8	46
44	COc1ccc(CC(C(=O)Nc2cc(C)ccc2C)/C(N)=N/O)cc1 (centres undefined)	14	8	-0.87	1.0	0.3	-11	-2.2	5	24
45	CC1CCCc2sc3nc(N4CCN(CCO)CC4)n4ncnc4c3c21 (centres undefined)	-9	-6	-2.6	0.3	-1.0	-16	-1.2	-13	6
46	CCOc1ccc(NC(=O)C2CCN(C(=O)NCc3ccccc3)CC2)cc1	-11	5	-0.53	0.1	0.5	1	0.4	4[fluorescence artefact?]	-20
47	CCCc1nc2ccccc2c(=O)n1N	1	-6	12*	0.5	3.6*	-14	0.7	5	9
48	COc1ccc(N(C(=O)c2ccco2)C(C(=O)NC2CCCC2)c2cccs2)cc1OC (centres undefined)	-23	-8	-0.35	-0.8	-1.1	/	-1.8	-3[fluorescence artefact?]	-10
49	Cc1[nH]c2ccccc2c1CCO	-34	-1	0.89	-0.5	0.9	-1	-2.5	1	-21
50	CCCn1c(N2CCN(C(=O)N3CCCCC3)CC2)nc2ccccc21	-13	-2	0.24	0.8	-0.9	-2	-1.2	-4[fluorescence artefact?]	-12
51	CCOC(=O)N1CCN(C(=O)CSc2nnc(Cc3ccccc3)o2)CC1	-15	-2	-3.2	1.2	0.2	-26	1.1	2	-5
52	CCC(C)(C)C1CCc2c(sc(NC(=O)c3ccoc3C)c2C(N)=O)C1 (centres undefined)	-3	/	0.71	0.2	1.1	-16	0.9	2	-87
53	O=C(NCCc1c[nH]c2ccccc12)C(F)(F)C(F)F	-8	-6	/	1.2	-0.8	-10	0.4	13	13
54	CC(C)(C)c1[nH]nc2c1C(c1ccncc1)C(C#N)=C(N)O2 (centres undefined)	-9	-1	-0.3	0.8	1.6	-15	-1.3	1	2
55	Cc1[nH]c2ccccc2c1C(=O)CN1C(=O)NC2(CC(C)CC(C)(C)C2)C1=O (centres undefined)	-17	8	0.066	2.9	-1.3	-13	-0.8	2	18
56	COC(=O)c1ccc(-c2noc(CN(Cc3ccncc3)CC3CCCO3)n2)cc1 (centres undefined)	-17	-7	-0.34	1.0	0.6	18	0.2	-2	-52
57	NC(=O)c1ccc(N2CCC(C(N)=O)CC2)c([N+](=O)[O-])c1	-13	19	0.43	0.9	0.8	-9	1.6	-7	11
58	C=CCOc1ccc(/C(O)=C2\C(=O)C(=O)N(CCN(C)C)C2c2cccs2)cc1 (centres undefined)	12	-12	-0.0011	-0.1	0.1	-28	-1.5	-2	27
59	CC1(C)CC(=O)c2cnc(N3CCc4ccccc43)nc2C1	-2	5	-0.4	1.0	-0.1	-22	-0.6	2	-9
